MCF10A rerep = induces DNA re-replication in MCF 10a normal breast cells; MCF 10A DNA re-replication, Hoechst nuclear intensity, 48 h; Potency, µM (titrated, usually from 46.1 µM), inactives show top-dose activity, positive = re-replication, actives largely listed as activators; 2.9% of 350,000 active; AID 624296; further: potency means the concentration at half of the fitted maximal effect; % of control where 0% means no effect; nearly all actives have a fitted effect of over 50% in size
WRN inhibitor = inhibitors of human WRN helicase; WRN helicase unwinding, fluorescent forked duplex, kinetic; Q14191; 0.46% of 360,000 active; Potency, µM (doses to about 114 µM), inactives show at the top dose activity change, negative = inhibition, usual class: inhibitors; further: potency means the concentration at half of the fitted maximal effect; on the % scale 0 is the no-effect control and ±100 the full control effect; nearly all actives have a fitted effect of over 55% in size
Target sequence (Q14191 whole entry, looked up): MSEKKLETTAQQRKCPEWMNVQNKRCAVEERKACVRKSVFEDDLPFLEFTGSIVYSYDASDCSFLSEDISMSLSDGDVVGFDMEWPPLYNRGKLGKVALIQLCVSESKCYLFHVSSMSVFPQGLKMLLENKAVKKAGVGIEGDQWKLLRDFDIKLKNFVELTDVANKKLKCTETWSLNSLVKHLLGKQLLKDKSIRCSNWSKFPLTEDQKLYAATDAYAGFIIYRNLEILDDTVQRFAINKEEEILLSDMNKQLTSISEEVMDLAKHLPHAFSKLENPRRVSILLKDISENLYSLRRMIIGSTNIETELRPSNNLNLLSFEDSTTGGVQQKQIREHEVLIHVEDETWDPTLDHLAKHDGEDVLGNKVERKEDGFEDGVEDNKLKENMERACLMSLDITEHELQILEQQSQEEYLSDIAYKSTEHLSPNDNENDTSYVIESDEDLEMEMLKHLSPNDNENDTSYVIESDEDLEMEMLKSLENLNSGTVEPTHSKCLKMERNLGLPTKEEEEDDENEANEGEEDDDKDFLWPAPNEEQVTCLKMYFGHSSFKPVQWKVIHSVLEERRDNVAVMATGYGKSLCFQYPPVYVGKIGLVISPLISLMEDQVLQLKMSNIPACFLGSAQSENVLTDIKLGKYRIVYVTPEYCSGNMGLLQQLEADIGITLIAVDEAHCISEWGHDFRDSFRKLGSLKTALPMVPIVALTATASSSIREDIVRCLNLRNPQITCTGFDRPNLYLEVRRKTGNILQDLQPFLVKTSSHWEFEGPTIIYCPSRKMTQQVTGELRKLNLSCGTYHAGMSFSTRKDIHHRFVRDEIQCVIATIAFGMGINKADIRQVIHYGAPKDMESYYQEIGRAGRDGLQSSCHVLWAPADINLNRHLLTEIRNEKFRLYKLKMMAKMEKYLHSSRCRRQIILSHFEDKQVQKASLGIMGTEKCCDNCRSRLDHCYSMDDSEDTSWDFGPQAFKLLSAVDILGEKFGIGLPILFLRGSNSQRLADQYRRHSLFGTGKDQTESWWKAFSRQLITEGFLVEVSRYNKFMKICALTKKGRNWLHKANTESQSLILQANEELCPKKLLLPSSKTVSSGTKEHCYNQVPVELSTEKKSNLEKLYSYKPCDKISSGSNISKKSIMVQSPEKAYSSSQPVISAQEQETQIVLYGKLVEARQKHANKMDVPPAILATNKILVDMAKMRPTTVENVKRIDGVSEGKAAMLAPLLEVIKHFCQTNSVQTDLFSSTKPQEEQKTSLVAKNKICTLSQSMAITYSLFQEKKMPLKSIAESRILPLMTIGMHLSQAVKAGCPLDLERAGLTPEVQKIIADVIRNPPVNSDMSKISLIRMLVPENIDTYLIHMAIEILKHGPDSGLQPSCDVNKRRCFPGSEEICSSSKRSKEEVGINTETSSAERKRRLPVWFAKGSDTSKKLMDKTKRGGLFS
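Screening of the MLSMR collection measured strand separation of a quenched forked DNA duplex (100 nM) by 20 nM WRN with 2 mM ATP, all final. Compounds were preincubated with enzyme 15 min at room temperature.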
SW480 rereplic = DNA re-replication induction in SW480 cells | 1.8% of 340,000 active | AID 624297 | SW480 DNA re-replication, Hoechst DNA content imaging, 48 h | Potency, µM (top dose mostly 46.1 µM), without a hit: at the highest dose re-replication activation, most hits filed as activators; further: potency means the concentration at half of the fitted maximal effect; % of control where 0% means no effect; nearly all actives have a fitted effect of over 55% in size
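Quantitative HTS format with DMSO vehicle controls; 48 hr drug incubation at 37 C, then 40 min Hoechst staining and scanning imager measurement at 405 nm excitation.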
ATXN2 expr inh = reduces ATXN2 reporter expression in HEK-293 cells; HEK-293 ATXN2-luciferase reporter, luminescence, 24 h; Potency, µM (highest dose often 57 µM), for the others: top-dose activity change, negative = inhibition, hits mostly inhibitors; 0.72% of 360,000 active; further: potency means the concentration at half of the fitted maximal effect; on the % scale 0 is the no-effect control and ±100 the full control effect; nearly all actives have a fitted effect of over 55% in size
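ATXN2-luciferase reporter cells (luciferase flanked by upstream and downstream ATXN2 gene portions) were treated 24 h at 37 °C with compounds at up to 57 uM. SteadyGlo luminescence gave expression; GF-AFC fluorescence gave viability.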
KB-3-1 tox = kills parental KB-3-1 adenocarcinoma cells; KB-3-1 viability, CellTiter-Glo ATP luminescence, 72 h; 1.4% of 400,000 active; AID 1347075; Potency, µM (series often up to 46.1 µM), for the others: at the top dose activity change, negative = cytotoxic, usual class: cytotoxic; further: potency means the concentration at half of the fitted maximal effect; on the % scale 0 is the no-effect control and ±100 the full control effect; nearly all actives have a fitted effect of over 60% in size
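Parental KB-3-1 adenocarcinoma cells in phenol-red-free DMEM with 10% FBS were pin-treated with compounds at several concentrations, incubated 72 h at 37 °C, and viability read by CellTiter-Glo luminescence; concentration-effect curves were fitted after normalization.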
HT1080-NT tox = kills 2HG-producing HT-1080-NT fibrosarcoma cells; HT-1080-NT fibrosarcoma viability, CellTiter-Glo ATP luminescence, 48 h; Potency, µM (titrated, usually from 46.1 µM), inactives show top-dose activity, negative = less viability, hits mostly cytotoxic; 1.6% of 360,000 active; AID 686970;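 further: NT is the 2HG producing partner of a matched IDH1 knockdown line; potency means the concentration at half of the fitted maximal effect; 0% = DMSO-treated cells and -100% = media-only wells without cells; nearly all actives have a fitted effect of over 55% in size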
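HT-1080-NT fibrosarcoma cells (2HG-overproducing), 750 cells/well in RPMI with 5% FBS, dosed after 2 h and incubated 48 h at 37C. CellTiter-Glo luminescence normalized to DMSO and no-cell wells; concentration-response curves fitted and classed.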
IL-1B inflam inh = inflammasome signaling inhibition, IL-1 beta readout; AID 743279; activity change, % at 57.5 µM; THP-1 LPS/ATP IL-1B secretion, AlphaLISA, 16 h; active compounds read low; 4.7% of 360,000 active; in the data active means activity change below about -50%; inconclusive means mostly about -30% to -49%; further: on the % scale 0 is the no-effect control and ±100 the full control effect
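Secreted IL-1B measured by AlphaLISA bead assay after 16 h compound exposure of THP-1 cells; compounds (final up to 57.5 uM) added 1 h before LPS (250 ng/mL) and ATP (1.25 mM) stimulation; lower signal means less secretion.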
HT1080 IDH1KD tx = kills HT-1080 cells with IDH1 knockdown | AID 686971 | 2% of 360,000 active | HT-1080 IDH1 knockdown viability, ATP luminescence, 48 h | Potency, µM (highest dose often 46.1 µM), without a hit: top-dose activity, negative = toxicity, actives largely listed as cytotoxic;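 further: potency means the concentration at half of the fitted maximal effect; 0% = DMSO wells and -100% = cell-free medium wells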
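Assay cells: HT-1080 with IDH1 knockdown, 750 per well, RPMI/5% FBS. Exposure: 48 h at 37 °C following 2 h pre-incubation. Read: CellTiter-Glo luminescence; fitted concentration-response, curve class assigned.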
KB-V1 MDR tox = kills drug-selected multidrug resistant KB-V1 cells. Potency, µM (top dose mostly 46.1 µM), for inactives: at the highest dose activity change, negative = cytotoxicity, most hits filed as cytotoxic. AID 1347076. 3.4% of 400,000 active. KB-V1 MDR cells viability, CellTiter-Glo, 72 h; further: potency means the concentration at half of the fitted maximal effect; on the % scale 0 is the no-effect control and ±100 the full control effect; nearly all actives have a fitted effect of over 60% in size
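Following 72 h at 37 degrees C with compound, KB-V1 cell viability was read by CellTiter-Glo luminescence, medium being phenol-red-free DMEM plus 10% FBS; concentration-response parameters came from normalized, curve-fitted qHTS data.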
An asterisk follows results filed as active; ? = inconclusive; . = not tested or not shown; & = joins results of further samples; [ ] = another dose, or the depositor's remark. Unless noted, the call rests on the fitted dose curve; in most records, active means well fitted curve in the direction sought with a large enough effect; inconclusive means small, poorly fitted or top-dose-only effect, or another doubt; inactive means no such curve, though single readings can be large; an effect the other way counts as inactive or inconclusive.

1. C=CCN(c1ccc(C(=O)N2CCN(c3ccc(F)cc3)CC2)cc1)S(C)(=O)=O
2. CCCS(=O)(=O)N1CCCC(C(=O)NCCCN(C)c2ccccc2)C1 (stereo unspecified)
3. C/C(=N\NC(=O)c1ccc(-n2cnnn2)cc1)c1ccc(Cl)cc1
4. Cc1ccc(OCCCC(=O)N(C)CC(=O)Nc2ccccc2Br)cc1
5. COc1ccc(/C=C/C(=O)OCC(=O)Nc2ccc(S(N)(=O)=O)cc2)cc1OC
6. CNc1ccc(S(=O)(=O)NCC(=O)NCCCc2ccccc2)cc1[N+](=O)[O-]
entry no.,1,2,3,4,5,6
MCF10A rerep,7%,2%,-2%,-12%,8%,4%
WRN inhibitor,-7%,9%,-5%,0%,4%,9%
SW480 rereplic,2%,22%,-2%,-82%[inhibitor],-7%,2%
ATXN2 expr inh,-8%,-5%,.,?,.,-5%
KB-3-1 tox,5%,2%,12%,-2%,-3%,3%
HT1080-NT tox,-2%,-1%,-12%,-12%,0%,-2%
IL-1B inflam inh,-12,-13,19,-55*,15,-8
HT1080 IDH1KD tx,-2%,-4%,-8%,-16%,1%,1%
KB-V1 MDR tox,?,-3%,-3%,?,-17%,-1%

The closing 4 compounds of the part before open the next one.
3. C/C(=N\NC(=O)c1ccc(-n2cnnn2)cc1)c1ccc(Cl)cc1
4. Cc1ccc(OCCCC(=O)N(C)CC(=O)Nc2ccccc2Br)cc1
5. COc1ccc(/C=C/C(=O)OCC(=O)Nc2ccc(S(N)(=O)=O)cc2)cc1OC
6. CNc1ccc(S(=O)(=O)NCC(=O)NCCCc2ccccc2)cc1[N+](=O)[O-]
7. Cn1c(O)c(N=NC(=O)c2cc(-c3cccs3)nc3ccccc23)c2ccccc21
8. O=C(NCCN1CCN(c2ccccc2F)CC1)C1c2ccccc2C(=O)N2CCc3ccccc3C12 (stereo unspecified)
9. NS(=O)(=O)c1ccc(CCNc2ccc(C(F)(F)F)cn2)cc1
10. COc1ccccc1CNS(=O)(=O)c1c(C(=O)N2CCCCCC2)c(C)n(C)c1C
11. CN(c1ccccc1)S(=O)(=O)c1cccc(C(=O)NNC(=O)c2ccccc2)c1
12. COc1ccccc1C(C[N+](=O)[O-])c1c(N)n(C)c(=O)n(C)c1=O (stereo unspecified)
entry no.,3,4,5,6,7,8,9,10,11,12
MCF10A rerep,-2%,-12%,8%,4%,?,-3%,-2%,0%,10%,?
WRN inhibitor,-5%,0%,4%,9%,-17%,4%,4%,1%,-9%,-3%
SW480 rereplic,-2%,-82%[inhibitor],-7%,2%,1%,-5%,0%,14%,-3%,?
ATXN2 expr inh,.,?,.,-5%,-24%,-15%,-14%,-4%,-5%,.
KB-3-1 tox,12%,-2%,-3%,3%,0%,0%,-11%,-6%,21µM*,?
HT1080-NT tox,-12%,-12%,0%,-2%,-8%,-10%,-2%,4%,-11%,?
IL-1B inflam inh,19,-55*,15,-8,15,-8,48,-7,14,-58*
HT1080 IDH1KD tx,-8%,-16%,1%,1%,-19%,-12%,-21%,17%,-21%,?
KB-V1 MDR tox,-3%,?,-17%,-1%,?,-13%,0%,-16%,15µM*,7.3µM*

13. CCN(c1ccc(OC)cc1)S(=O)(=O)c1nnc(NC(=O)CC(C)C)s1
14. CC(c1nc2ccccc2c(=O)[nH]1)N(C)c1ccc2ccccc2c1 (stereo unspecified)
15. COc1ccc(CNC/C=C/c2ccccc2)cc1
16. C/C(=N\NC(N)=S)c1ccc(-n2ccnc2)cc1
17. Cc1cc(C)cc(N(C(=O)c2cccs2)C2C=CS(=O)(=O)C2)c1 (stereo unspecified)
18. CN(CC(=O)Nc1ccc(Cl)cc1)C(=O)CNC(=O)c1ccc(Br)o1
entry no.,13,14,15,16,17,18
MCF10A rerep,7%,6%,15%,1%,?,-1%
WRN inhibitor,-1%,4%[57.1 µM],4%,7%,0%,-9%
SW480 rereplic,-12%,3%,-1%,1%,8%,-8%
ATXN2 expr inh,-11%,8%,.,0%,-4%,-7%
KB-3-1 tox,-2%,0%,-1%,0%,-12%,15%
HT1080-NT tox,10%,0%,-5%,-2%,20%,1%
IL-1B inflam inh,-53*,25,-14,0,0,2
HT1080 IDH1KD tx,14%,0%,-1%,-1%,3%,-1%
KB-V1 MDR tox,-12%,-20%,-13%,-21%,-28%,8%

19. CCNC1(C#N)CCN(Cc2ccccc2)CC1
20. Oc1c(C2=NCCNC(C(F)(F)F)=C2)ccc2ccccc12
21. COCCn1c(SCC(=O)NN2C(=O)NC(C)(c3ccccc3)C2=O)nnc1-c1ccncc1 (stereo unspecified)
22. COc1ccc(OCc2nnc(SCC(=O)Nc3ccccc3C#N)o2)cc1
23. CCCP(=O)(CC(=O)O)c1ccccc1 (stereo unspecified)
24. CCC1(c2ccccc2)SC(N)=NC1=O (stereo unspecified)
entry no.,19,20,21,22,23,24
MCF10A rerep,2%,-17%,0%,-1%,?,-4%
WRN inhibitor,-11%,-33%,8%,-1%,-15%[57.1 µM],3%
SW480 rereplic,-1%,2%,0%,-31%,-2%,-2%
ATXN2 expr inh,-2%,76%[activator][11.3 µM],.,-6%,1%,-9%
KB-3-1 tox,0%,-6%,1%,-2%,-1%,11%
HT1080-NT tox,8%,?,2%,5%,13%,17%
IL-1B inflam inh,2,-109*,-8,12,3,9
HT1080 IDH1KD tx,15%,?,0%,2%,19%,22%
KB-V1 MDR tox,?,6%,?,-2%,1%,4%

25. CSc1nc(C)cc(Oc2ccccc2)n1
26. CCOC(=O)NNc1ccc(C(F)(F)F)cn1
27. CC1CCC(C(C)C)C(OC(=O)CSc2nnc(N)s2)C1 (stereo unspecified)
28. CN(c1cccc(Cl)c1)S(=O)(=O)c1cccc(C(=O)NC2=NCCS2)c1
29. COC(=O)c1ccc(S(=O)(=O)NCc2ccco2)o1
30. Cc1occc1C(=O)O/N=C(\N)c1ccc(Cl)cc1
entry no.,25,26,27,28,29,30
MCF10A rerep,-5%,20%,?,?,-2%,1%
WRN inhibitor,1%,1%,-17%[57.1 µM],-4%,1%,-27%
SW480 rereplic,0%,-92%[inhibitor],13%,?,-10%,7%
ATXN2 expr inh,8%,2%,2%,-33%,.,45%[activator]
KB-3-1 tox,-1%,1%,9%,23µM*,2%,-9%
HT1080-NT tox,-3%,14%,-1%,?,10%,-6%
IL-1B inflam inh,-20,9,14,-1,5,-15
HT1080 IDH1KD tx,2%,11%,1%,?,4%,-14%
KB-V1 MDR tox,-15%,18%,-6%,21µM*,14%,-2%

31. O=C(O)c1nn(CC(=O)N2CCCCCC2)c(=O)c2ccccc12
32. Cn1cccc1C(=O)OCc1nc2ccccc2c(=O)[nH]1
33. O=C1CCC(c2ccccc2)=NN1Cc1c(F)cccc1Cl
34. Cc1ccc(OCC(=O)Nc2ccc(N3CCN(S(C)(=O)=O)CC3)cc2)cc1
35. Cc1csc(NC(=O)c2ccc(Cn3nc(C)c(Br)c3C)o2)n1
36. O=C(O)c1cccc(S(=O)(=O)Nc2ccccc2Cl)c1
entry no.,31,32,33,34,35,36
MCF10A rerep,1%,1%,?,-5%,?,3%
WRN inhibitor,-2%,-10%[11.6 µM],2%,2%,-7%,3%
SW480 rereplic,-5%,-1%,-38%[inhibitor],-5%,-2%,0%
ATXN2 expr inh,-12%,26%,10%,-32%,-20%,2%
KB-3-1 tox,5%,6%,-6%,1%,?,-4%
HT1080-NT tox,-18%,5%,4%,17%,?,15%
IL-1B inflam inh,16,-15,-12,-22,-73*,12
HT1080 IDH1KD tx,2%,10%,-21%,5%,-34%,12%
KB-V1 MDR tox,2%,13%,-1%,1%,2.6µM*,19%

37. CCCCc1c(-c2ccccc2OC)ncn1CCc1ccc(Cl)cc1
38. CCN(CC)CCNC(=O)c1ccc(CS(=O)(=O)c2ccc(Br)cc2)o1
39. CCOC(=O)CSc1nc(C)c(C(C)=O)cc1C#N
40. NC(=S)n1[nH]c(-c2ccc([N+](=O)[O-])cc2)c(N=Nc2cccc(Cl)c2)c1=O
41. NS(=O)(=O)c1ccc(Cl)c(S(N)(=O)=O)c1
42. Cc1[nH]c2ccccc2c1/C=N/NC(=O)CNC(=O)COc1ccccc1
43. CCOC(=O)C(Cc1ccccc1)NC(=O)CCCC(=O)c1ccccc1 (stereo unspecified)
44. Cc1cc(C)c2cc(C(=O)N(C)C3CCN(C)CC3)[nH]c2c1
45. COc1ccc(Cl)cc1C(=O)NNC(=O)c1cccc(S(=O)(=O)N(C)C)c1
entry no.,37,38,39,40,41,42,43,44,45
MCF10A rerep,.,7%,-3%,?,-1%&3%,8%,-4%,?,-2%
WRN inhibitor,-5%,3%,4%,-11%,-1%,-10%,4%,4%,-11%
SW480 rereplic,.,-3%,-23%,1%,0%&-5%,-4%,-6%,0%,1%
ATXN2 expr inh,?,-2%,.,?,37%&9%,4%,.,-16%,0%
KB-3-1 tox,?,-7%,-3%,21µM*,14%,0%,0%,-6%,10%
HT1080-NT tox,?,-5%,-2%,?,2%,-6%,21%,-1%,?
IL-1B inflam inh,?,26,4,?,6,7,-1,3,30
HT1080 IDH1KD tx,?,-6%,0%,?,0%,-8%,11%,15%,5%
KB-V1 MDR tox,12µM*,4%,11%,?,18%,0%,0%,-7%,11%
